NFkB binder – binders of human NF-kappa-B p105; Small molecule microarray, anti-His fluorescence binding; calls only; P19838; 1.3% of 17,000 active;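 active = spot fluorescence over background significantly raised, with a chance value under 7% in all four replicate spots of the compound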;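 note: probe protein is his-tagged human p50 processed subunit at 1 µg/ml; raw spot fluorescence signals with no normalization applied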
Target sequence (P19838 1-433 limits assumed): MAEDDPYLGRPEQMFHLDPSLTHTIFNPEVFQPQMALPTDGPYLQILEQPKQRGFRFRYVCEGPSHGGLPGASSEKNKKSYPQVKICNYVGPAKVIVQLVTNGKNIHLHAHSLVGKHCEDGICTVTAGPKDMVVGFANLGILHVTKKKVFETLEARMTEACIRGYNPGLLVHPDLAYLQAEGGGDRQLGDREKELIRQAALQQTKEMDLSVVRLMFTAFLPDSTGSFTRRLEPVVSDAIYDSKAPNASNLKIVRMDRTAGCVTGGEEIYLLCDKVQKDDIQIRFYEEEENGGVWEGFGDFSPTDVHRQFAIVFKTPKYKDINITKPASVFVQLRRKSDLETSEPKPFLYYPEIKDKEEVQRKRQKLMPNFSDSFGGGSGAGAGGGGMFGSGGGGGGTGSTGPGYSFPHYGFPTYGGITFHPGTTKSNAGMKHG
Calls only; i = inactive; + = active, no number. The list is partial (hit frequency here may not be typical).

item	compound	NFkB binder
1	CCOc1ccc2nc(NS(=O)(=O)c3ccc4c5c(cccc35)C(=O)N4)sc2c1	i
2	Cc1sc2nc(SCc3n[nH]c(=S)n3-c3ccccc3)nc(N)c2c1C	i
3	O=C(Nc1cccc2ccccc12)c1ccccc1NS(=O)(=O)c1cccc2cccnc12	i
4	O=C(Cn1nc(-c2ccccc2)c2ccccc2c1=O)Nc1ccc(O)cc1	i
5	C[C@@H]1CN([C@@H](C)CO)C(=O)Cc2cc(NC(=O)NC3CCCCC3)ccc2O[C@H]1CN(C)Cc1ccc(Oc2ccccc2)cc1	i
6	CC1OC(Oc2ccc(-c3cc(=O)c4c(O)cc(OC5OC(CO)C(O)C(O)C5O)cc4o3)cc2)C(O)C(O)C1O (centres undefined)	i
7	C[C@@H]1CN([C@@H](C)CO)C(=O)c2cc(NC(=O)Nc3cccc4ccccc34)ccc2O[C@@H](C)CCCCO[C@@H]1CN(C)C	i
8	C[C@H]1CCCCO[C@@H](CN(C)Cc2ccncc2)[C@@H](C)CN([C@@H](C)CO)C(=O)c2cc(NC(=O)Nc3ccc(F)cc3)ccc2O1	i
9	CC(C)OC(=O)CSc1nc(-c2ccccc2)cc(C(F)(F)F)c1C#N	i
10	Cc1cc(=O)oc2cc(NC(=S)NCc3ccccn3)ccc12	i
11	C[C@@H]1CCCCO[C@@H](CN(C)C)[C@@H](C)CN([C@@H](C)CO)C(=O)c2cc(NS(=O)(=O)c3cn(C)cn3)ccc2O1	i
12	COc1ccc(CN(C)C[C@H]2Oc3c(NC(=O)NC(C)C)cccc3C(=O)N([C@@H](C)CO)C[C@@H]2C)cc1	i
13	O=C1N(CCS(=O)(=O)c2ccccc2)Cc2ccccc2[C@H]2OC(c3ccc(OCCCO)cc3)=N[C@@]12CCS(=O)(=O)c1ccccc1	i
14	C[C@@H]1CCCCO[C@@H](CN(C)Cc2ccccc2)[C@@H](C)CN([C@H](C)CO)C(=O)c2cc(NS(C)(=O)=O)ccc2O1	i
15	CC(=O)C1=C(C)N(CC2CCCO2)C(=O)C1(NC(=O)c1ccc(C(C)(C)C)cc1)C(F)(F)F (centres undefined)	i

item	compound	NFkB binder
16	NC[C@@H]1O[C@H](C23CC4CC(CC(C4)C2)C3)Cc2c1ccc(O)c2O	i
17	COc1cc(C[C@H]2COC(=O)[C@@H]2Cc2ccc(O)c(OC)c2)ccc1O	i
18	O=C1C[C@H](c2ccc(O)cc2)Oc2c1c(O)cc(O)c2[C@@H]1C(=O)c2c(O)cc(O)cc2O[C@H]1c1ccc(O)cc1	i
19	C[C@@H]1CN([C@H](C)CO)C(=O)c2cc(NC(=O)NC3CCCCC3)ccc2O[C@@H]1CN(C)S(=O)(=O)c1ccc(Cl)cc1	i
20	Cc1nnc(SCc2ccon2)n1-c1ccccc1	i
21	C[C@H](CO)N1C[C@H](C)[C@@H](CN(C)S(=O)(=O)c2cn(C)cn2)Oc2c(NC(=O)c3ccc(-c4nccs4)cc3)cccc2C1=O	i
22	C[C@@H]1CN([C@H](C)CO)C(=O)c2cccc(NC(=O)C3CCCCC3)c2O[C@H]1CN(C)C(=O)Nc1ccc(F)cc1	i
23	Nc1ncnc2c1cnn2-c1ccccc1	i
24	C[C@H]1CN([C@@H](C)CO)C(=O)Cc2cc(NC(=O)Nc3ccccc3)ccc2O[C@H]1CN(C)CC1CC1	i
25	C=CCN1C(=O)[C@]2(O[C@H](CCn3cc([C@H](O)c4ccccc4)nn3)[C@@H]([Si](C)(C)c3ccc(OC)cc3)[C@@H]2C)c2cc(N3CCOC3=O)ccc21	i
26	CNC[C@@H]1Oc2ccc(NC(=O)Nc3ccc4c(c3)OCO4)cc2C(=O)N([C@H](C)CO)C[C@@H]1C	i
27	Cc1ccc(Cl)cc1N(CC(=O)O)S(C)(=O)=O	+
28	C[C@@H]1CCCCO[C@@H](CN(C)C(=O)Cc2ccccc2)[C@H](C)CN([C@H](C)CO)C(=O)c2cc(NC(=O)Nc3ccc(F)cc3)ccc2O1	i
29	Cc1cccc(NC(=O)CCC(=O)O)c1	i
30	O=C(COc1ccc2ccccc2c1Br)NCc1ccco1	i

item	compound	NFkB binder
31	NS(=O)(=O)c1ccc(NC(=O)CC2c3ccccc3Oc3ccccc32)cc1	i
32	C[C@@H]1CN([C@@H](C)CO)C(=O)c2cc(NS(C)(=O)=O)ccc2O[C@@H]1CN(C)C(=O)Nc1ccc2c(c1)OCO2	i
33	Cc1nn(CC(=O)Nc2ccc(C(=O)N(C)C)cc2)c(=O)c2ccccc12	i
34	Cc1ccc(S(=O)(=O)Nc2ccc3c(c2)CC(=O)N([C@H](C)CO)C[C@@H](C)[C@@H](CN(C)C(=O)Nc2ccc4c(c2)OCO4)O3)cc1	i
35	O=C(c1ccccc1)N1Cc2ccccc2[C@@H]2OC(c3ccc(OCCCO)cc3)=N[C@]2(CCS(=O)(=O)c2ccccc2)C1=O	i
36	COc1ccc(C(=O)CCC(=O)Nc2ccc(C(=O)O)cc2)cc1OC	i
37	COc1ccc(CN(C)C[C@H]2Oc3ccc(NS(=O)(=O)c4ccc(OC)cc4)cc3C(=O)N([C@@H](C)CO)C[C@H]2C)cc1	i
38	C[C@H]1CN([C@@H](C)CO)C(=O)CCCn2cc(nn2)CO[C@H]1CN(C)C(=O)Nc1ccccc1F	i
39	COc1ccc(S(=O)(=O)N(C)C[C@H]2Oc3ccc(NC(=O)CCCN(C)C)cc3C(=O)N([C@H](C)CO)C[C@H]2C)cc1	i
40	COC(=O)[C@@]1(Cc2ccccc2CN=[N+]=[N-])N=C(c2ccc(OCCCO)cc2)O[C@H]1c1ccccc1	i
41	COc1cccc(S(=O)(=O)N(C)C[C@@H]2Oc3ncc(-c4ccc(F)cc4)cc3C(=O)N([C@H](C)CO)C[C@@H]2C)c1	i
42	COc1ccc(NC(=O)Nc2ccc3c(c2)CC(=O)N([C@H](C)CO)C[C@H](C)[C@H](CN(C)C(=O)Nc2ccc4c(c2)OCO4)O3)cc1	i
43	CNC[C@@H]1OCCCC[C@H](C)Oc2ccc(NS(=O)(=O)c3ccccc3)cc2C(=O)N([C@@H](C)CO)C[C@@H]1C	i
44	CC1CC(=O)C2=C(O1)OC1(C)CCC3(O)C(C)(C)C=CC(=O)C3(C)C1C2 (centres undefined)	i
45	COc1ccc(OC(C)C(=O)Nc2cc(OC)cc(OC)c2)cc1 (centres undefined)	i

item	compound	NFkB binder
46	COc1ccc(NC(=O)N(C)C[C@@H]2OCc3cn(nn3)CCCC(=O)N([C@@H](C)CO)C[C@@H]2C)c(OC)c1	i
47	COc1ccc(S(=O)(=O)N(C)C[C@H]2Oc3ccc(NC(=O)Cc4ccccc4)cc3C(=O)N([C@H](C)CO)C[C@@H]2C)cc1	i
48	C[C@@H]1CN([C@H](C)CO)C(=O)Cc2cc(NC(=O)C3CC3)ccc2O[C@H]1CN(C)Cc1ccc(Cl)c(Cl)c1	+
49	Cc1noc(C)c1S(=O)(=O)Nc1ccc2c(c1)CC(=O)N([C@H](C)CO)C[C@H](C)[C@H](CN(C)Cc1ccncc1)O2	i
50	CCCCCCCCCCCCCC(=O)N[C@@H](C)[C@H](O)c1ccccc1	i
51	CC(C)NC(=O)Nc1ccc2c(c1)C(=O)N([C@@H](C)CO)C[C@@H](C)[C@@H](CN(C)S(=O)(=O)c1cn(C)cn1)OCCCC[C@@H](C)O2	i
52	O=C(COc1cccc(NC(=O)c2ccc(Cl)cc2)c1)c1ccccc1	i
53	COc1cc2ncnc(Nc3cccc(Br)c3)c2cc1OC	i
54	COc1cccc(OC)c1C(=O)Nc1cccc(C(=O)Nc2ccccc2C(=O)O)c1	i
55	CC(C)NC(=O)N(C)C[C@@H]1OCCCC[C@H](C)Oc2ccc(N(C)C)cc2C(=O)N([C@@H](C)CO)C[C@H]1C	i
56	CC(C)NC(=O)N(C)C[C@@H]1OCCCC[C@@H](C)Oc2ccc(N(C)C)cc2C(=O)N([C@@H](C)CO)C[C@@H]1C	i
57	O=C(CC1C(=O)N(c2ccc(F)cc2)C(=O)N1Cc1ccccn1)Nc1ccccc1 (centres undefined)	i
58	CC(C)NC(=O)N(C)C[C@H]1OCCCC[C@H](C)Oc2ccc(NC(=O)Cc3ccccc3)cc2C(=O)N([C@@H](C)CO)C[C@@H]1C	i
59	COc1ccc(C2COc3cc(O)ccc3C2)c(O)c1 (centres undefined)	i
60	CC(C)NC(=O)N(C)C[C@@H]1OCCCC[C@@H](C)Oc2ccc(NS(=O)(=O)c3ccccc3)cc2C(=O)N([C@H](C)CO)C[C@@H]1C	i

item	compound	NFkB binder
61	C[C@H](CO)N1C[C@H](C)[C@@H](CN(C)C(=O)NC2CCCCC2)Oc2c(NS(=O)(=O)c3ccccc3)cccc2C1=O	i
62	COC(=O)c1ccccc1NC(=O)Cn1c(C)ccc1C	i
63	C[C@@H]1CCCCO[C@H](CN(C)C(=O)Nc2ccccc2)[C@H](C)CN([C@H](C)CO)C(=O)c2cc(N(C)C)ccc2O1	i
64	Cc1ccc2nc(SCc3nc4ccccc4n3C)[nH]c2c1	i
65	C[C@@H]1CN([C@@H](C)CO)C(=O)c2cc(N(C)C)ccc2O[C@@H](C)CCCCO[C@@H]1CN(C)C	i
66	COc1ccc(CN(C)C[C@@H]2Oc3c(NC(=O)C4CCCCC4)cccc3C(=O)N([C@@H](C)CO)C[C@H]2C)cc1	i
67	C[C@@H]1CCCCO[C@@H](CN(C)C(=O)Nc2ccc(C(F)(F)F)cc2)[C@H](C)CN([C@@H](C)CO)C(=O)c2cc(NC(=O)c3ccncc3)ccc2O1	+
68	C[C@@H]1CN([C@H](C)CO)C(=O)Cc2cc(NS(=O)(=O)c3cn(C)cn3)ccc2O[C@@H]1CN(C)C(=O)Nc1ccc(F)cc1	i
69	COc1ccc(CN(C)C[C@@H]2Oc3c(NS(=O)(=O)c4ccc(Cl)cc4)cccc3C(=O)N([C@H](C)CO)C[C@@H]2C)cc1	i
70	O=C(NCC(O)CO)[C@]1(CCS(=O)(=O)c2ccccc2)N=C(c2ccc(OCCCO)cc2)O[C@@H]1c1ccccc1 (some centres undefined)	i
71	Cc1noc(C)c1NC(=O)Nc1ccc2c(c1)C(=O)N([C@@H](C)CO)C[C@@H](C)[C@@H](CN(C)C(=O)Nc1ccccc1)OCCCC[C@H](C)O2	i
72	C[C@@H]1CCCCO[C@@H](CN(C)Cc2ccc(Cl)c(Cl)c2)[C@@H](C)CN([C@H](C)CO)C(=O)c2cc(NC(=O)c3ccccc3)ccc2O1	i
73	C[C@H]1CN([C@@H](C)CO)C(=O)c2cc(NC(=O)Nc3cccc4ccccc34)ccc2O[C@@H]1CN(C)C	i
74	COc1ccccc1NC(=O)COc1ccc(Cl)cc1CO	i
75	C[C@@H]1CN([C@H](C)CO)C(=O)c2cccc(NC(=O)Nc3ccccc3)c2O[C@H]1CN(C)C(=O)NC1CCCCC1	i

item	compound	NFkB binder
76	CC[C@@H]1/C=C(\C)C[C@H](C)C[C@H](OC)[C@H]2O[C@@](O)(C(=O)C(=O)N3CCCC[C@H]3C(=O)O[C@H](/C(C)=C/[C@@H]3CC[C@@H](O)[C@H](OC)C3)[C@H](C)[C@@H](O)CC1=O)[C@H](C)C[C@@H]2OC	i
77	Cc1noc(C)c1NC(=O)N(C)C[C@@H]1Oc2ccc(NS(=O)(=O)c3cn(C)cn3)cc2C(=O)N([C@H](C)CO)C[C@@H]1C	i
78	C[C@H]1CN([C@@H](C)CO)C(=O)c2cccc(NC(=O)C3CCOCC3)c2O[C@H]1CN(C)C	i
79	Cc1oc2nc(SCC(=O)N3CCCCC3)nc(N)c2c1C	i
80	C=C1CCCC(C)(C(=O)OC)C1CC/C(C)=C/CCC1=CC(=O)OC1 (centres undefined)	i
81	CC(C)(C)c1cc(C(=O)NCc2ccco2)ccn1	i
82	O=C(O)CCc1c(C(=O)O)[nH]c2cc(Cl)cc(Cl)c12	i
83	C[C@H](CO)N1C[C@H](C)[C@@H](CN(C)C)Oc2ccc(NC(=O)Nc3cccc4ccccc34)cc2C1=O	i
84	C[C@@H]1CN([C@H](C)CO)C(=O)c2cccc(NC(=O)Nc3ccc(C(F)(F)F)cc3)c2O[C@@H]1CN(C)CC1CC1	i
85	C[C@@H]1CCCCO[C@H](CN(C)C(=O)Nc2ccccc2)[C@H](C)CN([C@@H](C)CO)C(=O)c2cc(NS(=O)(=O)c3cn(C)cn3)ccc2O1	i
86	C[C@@H]1CN([C@@H](C)CO)C(=O)CCCn2nncc2CO[C@@H]1CN(C)C(=O)Nc1ccccc1C(F)(F)F	i
87	O=C(O)/C=C/c1ccc(Cn2ccnc2)cc1	i
88	C[C@@H]1CCCCO[C@@H](CN(C)C(=O)Nc2ccccc2)[C@@H](C)CN([C@H](C)CO)C(=O)c2cc(NC(=O)CCC(F)(F)F)ccc2O1	i
89	CCCn1c2ccccc2c2nnc(Sc3ccc4nsnc4c3[N+](=O)[O-])nc21	i
90	Cc1noc(C)c1NC(=O)Nc1ccc2c(c1)CC(=O)N([C@@H](C)CO)C[C@@H](C)[C@@H](CN(C)C(=O)Nc1cccc3ccccc13)O2	i

Screening results from PubChem BioAssay.
